Bioassay records deposited in PubChem by National Center for Advancing Translational Sciences (NCATS).
TSHR antagonist = human thyrotropin receptor antagonism | P16473 | activity change, negative = inhibition, % at 11.5 µM | TSHR-expressing cells, TSH-stimulated cAMP HTRF, 2 h; active compounds read low | 330,000 compounds, 0.2% hits;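 active = activity change below a set negative limit, meaning inhibition stronger than a set level, cut at about -70% in these data; inconclusive = activity change between two set negative limits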; also: % is scaled to controls: 0 for no effect and ±100 for the full control effect
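TSHR-expressing cells were treated with compounds, then stimulated with TSH at EC80 (4nM final) for 2 hours at 37 deg C. Cellular cAMP was measured by HTRF competition between lysate cAMP and cAMP-d2 for a cryptate-labelled anti-cAMP antibody.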
CXXC DNA block = MLL CXXC-DNA interaction inhibition; Q03164; MLL-CXXC / FITC-HOXA9 DNA fluorescence polarization; Potency, µM (doses to about 115 µM), without a hit: at the highest dose activity change, negative = inhibition, most hits filed as inhibitors; 290,000 compounds, 0.037% hits; AID 2662; active = well fitted inhibition curve with a large enough effect in the polarisation, with a control signal flat, not every such curve was filed as active; inconclusive = small, poorly fitted or top-dose-only effect, or effect the other way, or a change in a side signal; inactive = no such curve, though single readings can be large or run the other way; the % refers to the polarisation; also: potency is read from the fitted curve at half-maximal effect
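Steps: dispense CXXC domain solution (7 uM) → pin compounds or unlabeled HOX-A9 DNA control → 5 min ambient → add FLSN-HOX-A9 solution (50 nM) → spin → 30 min ambient → fluorescence polarization. Tris pH 7.5/NaCl/DTT/BSA buffer.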
Mito fusion act = mitochondrial division inhibition or fusion activation; S. cerevisiae fusion-defective mutant growth rescue, CellTiterGlo 48 h; Potency, µM (series often up to 46.1 µM), without a hit: top-dose growth rescue (activation), most hits filed as activators; 320,000 compounds, 0.23% hits; AID 485298;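 also: potency is read from the fitted curve at half-maximal effect; % of control where 0% means no effect; nearly all actives have a fitted effect of over 45% in size; temperature-sensitive fusion mutants such as fzo1-1 at 37 °C on non-fermentable ethanol glycerol medium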
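Growth-rescue viability read-out: after 48 h at the non-permissive 37C in glycerol/ethanol YPEG, yeast mitochondrial fusion mutants are measured by CellTiterGlo luminescence; compounds (23 nl pinned per well) restoring growth score as division inhibitors or fusion activators.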
Integrin act MD = activates integrin-mediated alleviation for muscular dystrophy. alpha7betagal myoblasts, beta-gal FDG fluorescence, 48 h. Potency, µM (doses to about 38.3 µM), for inactives: top-dose activation, usual class: activators. 350,000 compounds, 0.064% hits;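 also: potency is read from the fitted curve at half-maximal effect; 100% = response of the positive control SU9516; nearly all actives have a fitted effect of over 60% in size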
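Alpha7betagal+/- myoblasts (passage 13) were plated 16-24 hr, then exposed to compounds (1:260 dilution of DMSO stock) for 48 hours at 37C. After MPER lysis, β-galactosidase reporter activity was read as FDG fluorescence (ex 480/em 540) after 30 minutes.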
TCR act = activators of T cell receptors; primary human leukocytes, anti-CD3, IL-2 HTRF, 48 h; 330,000 tested, under 10 active; Potency, µM (doses to about 9.22 µM), for the others: at the highest dose activation of IL-2 secretion, hits mostly activators; AID 504894; also: % of control where 0% means no effect
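Compounds are tested in HTS on primary human leukocytes co-incubated with a-CD3 beads for 48 hr. IL-2 output is measured by time-resolved FRET.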
A-T KAP1 phos = potential ataxia-telangiectasia treatments restoring KAP-1 phosphorylation; AID 485349; […] A-T fibroblasts, KAP-1 phosphorylation AlphaLISA; neocarzinostatin DNA damage 30 min before lysis; 320,000 compounds, 0.19% hits; Potency, µM (highest dose often 57.5 µM), for the others: at the highest dose activation, most hits filed as activators; also: potency is read from the fitted curve at half-maximal effect; % of control where 0% means no effect; nearly all actives have a fitted effect of over 45% in size
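hTERT-immortalized A-T patient fibroblasts ([…]), 500 cells/well in OPTI-MEM, 1% FBS, got compounds for 60 min, then NCS for 30 min at 37C. Lysates were then assayed for phospho-KAP-1 by AlphaLISA (anti-pKAP1 donor, anti-KAP1 acceptor beads), 6 hr at 25C.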
Menin-MLL TR inh = inhibitors of human menin-MLL interaction, mutant MLL peptide. O00255. Menin + Texas Red MLL mutant peptide, fluorescence polarization. 270,000 compounds, 0.23% hits. Potency, µM (top dose mostly 61.6 µM), for the others: at the highest dose FP activity change, negative = inhibition, actives largely listed as inhibitors; active = well fitted inhibition curve with a large enough effect in the polarisation, with a control signal flat, not every such curve was filed as active; inconclusive = small, poorly fitted or top-dose-only effect, or effect the other way, or a change in a side signal; inactive = no such curve, though single readings can be large or run the other way; the % refers to the polarisation; also: potency is read from the fitted curve at half-maximal effect; % of control where 0% means no effect; many of its hits are not listed in these tables
MBNL1-CUG inh = blocks human MBNL1 binding to CUG repeat RNA; Q9NR56; TR-FRET MBNL1-His/biotin-(CUG)12 binding, 665/545 ratio; Potency, µM (series often up to 57.5 µM), inactives show top-dose activity change, negative = inhibition, actives largely listed as inhibitors; 280,000 compounds, 0.036% hits; AID 2675; active = well fitted inhibition curve with a large enough effect in the signal ratio, with a control signal flat, not every such curve was filed as active; inconclusive = small, poorly fitted or top-dose-only effect, or effect the other way, or a change in a side signal; inactive = no such curve, though single readings can be large or run the other way; the % refers to the signal ratio; also: potency is read from the fitted curve at half-maximal effect; % is scaled to controls: 0 for no effect and ±100 for the full control effect
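MBNL1-His + Biotin-(CUG)12, cpd titration 92 nM–58 uM; Tb anti-His Ab 0.055 ng/ul, SA-XL665 5 nM (final); 60 min RT; ratiometric 665/545 nm, Ex 340 nm; normalized to buffer and full-complex controls.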
S-ASM inh = human S-ASM enzyme inhibition. Potency, µM (doses to about 57.5 µM), for the others: top-dose activity change, negative = inhibition, hits mostly inhibitors. placental ASM, HMU-PC fluorogenic substrate, 60 min. 340,000 compounds, 0.006% hits. P17405; also: potency is read from the fitted curve at half-maximal effect
Target sequence (P17405 47-631 limits assumed): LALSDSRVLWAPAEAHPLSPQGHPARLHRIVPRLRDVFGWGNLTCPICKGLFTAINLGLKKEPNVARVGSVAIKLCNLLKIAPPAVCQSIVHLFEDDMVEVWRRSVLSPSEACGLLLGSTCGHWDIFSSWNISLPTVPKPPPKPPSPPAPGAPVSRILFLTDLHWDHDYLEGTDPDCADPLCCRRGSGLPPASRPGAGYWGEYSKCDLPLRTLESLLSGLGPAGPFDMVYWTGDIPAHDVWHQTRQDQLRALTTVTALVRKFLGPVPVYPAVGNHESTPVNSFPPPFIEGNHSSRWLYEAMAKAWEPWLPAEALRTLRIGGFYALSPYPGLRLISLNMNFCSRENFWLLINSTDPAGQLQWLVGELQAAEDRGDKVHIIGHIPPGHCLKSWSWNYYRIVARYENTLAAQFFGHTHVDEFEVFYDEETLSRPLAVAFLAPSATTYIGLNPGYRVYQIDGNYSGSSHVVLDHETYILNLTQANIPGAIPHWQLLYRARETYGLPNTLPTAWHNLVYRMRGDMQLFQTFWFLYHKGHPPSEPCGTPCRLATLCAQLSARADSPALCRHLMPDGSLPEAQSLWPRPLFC
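HMU-PC0 cleavage (9 uM final) by human placental ASM, 60 min at 37 °C following 10 min compound exposure at RT; stopped at pH 10, fluorescence Ex 386/Em 447 nm.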
PTAP TSG101 blk = blocks PTAP/TSG101 interaction to inhibit HIV-1 budding; Q99816; Fluorescence polarization, FITC-PTAP peptide / Tsg101 binding; Potency, µM (highest dose often 115 µM), inactives show at the highest dose activity change, negative = inhibition, most hits filed as inhibitors; 340,000 tested, under 10 active; active = well fitted inhibition curve with a large enough effect in the main read-out, with a control signal flat, not every such curve was filed as active; inconclusive = small, poorly fitted or top-dose-only effect, or effect the other way, or a change in a side signal; inactive = no such curve, though single readings can be large or run the other way; also: potency is read from the fitted curve at half-maximal effect; % of control where 0% means no effect
Target sequence (Q99816 whole entry, looked up): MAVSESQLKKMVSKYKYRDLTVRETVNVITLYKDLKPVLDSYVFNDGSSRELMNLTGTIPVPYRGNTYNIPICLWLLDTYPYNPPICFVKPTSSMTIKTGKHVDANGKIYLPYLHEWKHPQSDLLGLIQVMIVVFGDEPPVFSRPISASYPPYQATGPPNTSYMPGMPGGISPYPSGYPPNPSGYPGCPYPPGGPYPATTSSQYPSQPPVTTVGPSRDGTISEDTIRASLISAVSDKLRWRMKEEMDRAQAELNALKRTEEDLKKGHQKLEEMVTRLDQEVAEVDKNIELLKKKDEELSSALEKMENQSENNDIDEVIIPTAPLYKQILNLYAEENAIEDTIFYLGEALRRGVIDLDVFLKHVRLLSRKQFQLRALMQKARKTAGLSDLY
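Tsg101 binding domain (10 uM final) was mixed with compound and a FITC-labeled PTAP peptide (50 nM final) in HEPES pH 7.5 buffer with NaCl, Tween 20, EDTA and TCEP; fluorescence polarization was read after 20 min at r.t.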
Active calls of the source: *; ? = inconclusive; . = not tested or not shown; & = joins results of further samples; [ ] = remark or other dose. Unless noted, calls follow the shape of the dose curve; as a rule, active = well fitted curve in the direction sought with a large enough effect; inconclusive = small, poorly fitted or top-dose-only effect, or another doubt; inactive = no such curve, though single readings can be large; an effect the other way counts as inactive or inconclusive.

SMILES | TSHR antagonist | CXXC DNA block | Mito fusion act | Integrin act MD | TCR act | A-T KAP1 phos | Menin-MLL TR inh | MBNL1-CUG inh | S-ASM inh | PTAP TSG101 blk
CC(OC(=O)CCN1C(=O)C2CC=CCC2C1=O)C(=O)Nc1ccc(F)cc1 (stereo not drawn) | . | . | . | 10% | -11% | . | . | . | 6% | -11%
Cc1cccc(Cc2cnc(N3C(=N)SC(c4ccccc4)C3=O)s2)c1 (stereo not drawn) | -41 | 2% | 0% | -50%[inhibitor] | -2%[46.1 µM] | -5% | ? | . | 0% | -1%
COc1ccc(N2CC(C(=O)NC3CC(C)(C)NC(C)(C)C3)CC2=O)cc1 (stereo not drawn) | 19 | -16% | -2% | 4% | -39% | -6% | 8%[11.7 µM] | -3% | 5% | -1%
Cc1ccc(OCCn2cc(/C=C3\C(=O)NN(c4ccccc4)C3=O)c3ccccc32)cc1 | 8 | 7% | 11% | 17% | -3%[46.1 µM] | -11% | ? | ? | -24% | 2%
CCOC(=O)CC(NC(=O)c1cc2ccccc2oc1=O)c1cccc([N+](=O)[O-])c1 (stereo not drawn) | 8 | -2% | 5% | 21% | -27%[46.1 µM] | 0% | -1% | ? | -3% | -6%
O=C(NCc1ccco1)C(=O)c1c[nH]c2ccccc12 | -7 | 15% | 4% | 0% | 0% | -3% | 10% | 4% | 2% | 0%
COc1ccc(-c2c3c(cc4ncn(Cc5ccccc5)c24)COC3=O)cc1 | -17 | . | -3% | -8% | -4% | 0% | . | . | -1% | -2%
COCCN1C(=O)C(CC(=O)Nc2ccc(C(C)=O)cc2)SC1=Nc1ccccc1 (stereo not drawn) | -6 | 0% | 3% | -14%&31% | 2%&-2% | 0% | 12% | 9% | -8%&-12% | 0%&0%
c1cncc(CNc2ccc3c(c2)OCO3)c1 | -8 | 21% | -2% | -9% | 1% | 2% | 0% | 4% | 13% | -8%
CCC(C)c1ccc(O)c(NC(=O)c2cncc(Br)c2)c1 (stereo not drawn) | -16 | -2% | ? | -10% | 12% | 0% | ? | -4% | -13% | -13%
COCCCNC(=O)c1cc(Sc2ccc(F)cc2)nc2ccccc12 | 14 | 13% | 13% | -20% | 3% | 0% | -4% | . | 3% | 0%
Cc1ccccc1S(=O)(=O)Nc1nc2ccccc2nc1NCCO | 2 | 4% | 0% | 14% | -6% | . | 8% | 55%[activator] | 3% | -3%
CCc1cc(=O)oc2c(C)c(OCC(=O)NCc3ccccn3)ccc12 | 7 | 4% | 3% | -10% | 1% | 12% | . | -3% | 3% | -2%
Cc1ccc(C)c(/C=N/NC(=S)NC(C)C)c1 | -14 | -8% | -4% | -25% | -3%[46.1 µM] | -6% | 8% | . | -2% | 0%
CSc1cccc(NC(=S)N(CCCN2CCCC2)Cc2cccn2Cc2ccc(Cl)cc2)c1 | 3 | 7% | -5% | -77%[inhibitor] | -6% | 2% | ? | 2% | -4% | 1%
CCS(=O)(=O)CCSC1OC(COC(C)=O)C(OC(C)=O)C(OC(C)=O)C1OC(C)=O (stereo not drawn) | -6 | 1% | -4% | 4% | -10% | -3% | -6% | -5% | 1% | -1%
CCN(CC(=O)Nc1ccccc1OC)C(=O)C1CCC1 | 8 | . | -3% | -12% | 1% | 1% | . | . | 4% | -2%
COc1cc2cc(Oc3ccc4ccc(=O)oc4c3)c(=O)oc2cc1OC1OC(COC(=O)CC(C)(O)CC(=O)O)C(O)C(O)C1O (stereo not drawn) | -2 | 8% | -2% | 4% | 1% | -2% | -7% | ? | 138%[activator] | -22%
O=C(Nc1ccccc1C(=O)N1CCOCC1)c1ccncc1 | -3 | -2% | 0% | 22% | -4% | 11% | 5% | 2% | 0% | -3%
Cc1cc(C)c(NC(=O)Nc2ccccc2)c(C)n1 | 34 | . | -3% | 37% | 3% | -8% | . | . | 6% | 1%
CC(C)Sc1ncnc2c1cnn2-c1ccccc1 | -15 | 3% | -6% | 14% | . | 40µM* | -2% | -6% | 0% | 0%
Cc1ccc(C2CC(c3ccccc3OC(F)F)Nc3ncnn32)cc1 (stereo not drawn) | 9 | 5% | -5% | 18% | 7% | -11% | 5% | -9% | 5% | 0%
Cc1ccc([N+](=O)[O-])cc1NC(=O)CSc1nnc(C)n1CC1CCCO1 (stereo not drawn) | -7 | 2% | -4% | 2% | 5% | 8% | . | ? | -1% | 0%
Cc1c(C)n(CCc2ccccc2)c2ncnc(NCCO)c12 | -25 | 10% | -20% | 28% | 5% | -7% | ? | -11% | -3% | -4%
CCC(C)c1ccc(NC(=S)N2CCN(C(=O)C3CCCO3)CC2)cc1 (stereo not drawn) | 4 | 18% | -4% | 6% | -2% | -5% | . | 0% | 0% | -1%
O=C(CCCC1=NS(=O)(=O)c2ccccc2N1)N1CCN(c2ccc([N+](=O)[O-])cc2)CC1 | -6 | -3% | 21% | -29% | 5% | 1% | . | ? | -6% | 0%
COc1ccc(CNCc2ccc3c(c2)OCO3)c(OC)c1OC | -1 | -2% | -3% | 0% | 5% | 4% | -21% | -4% | -2% | 2%
O=C(CCC1N=C2c3ccccc3N=C(SCC(=O)NCc3ccco3)N2C1=O)NCc1ccco1 (stereo not drawn) | 10 | -3% | -9% | 6% | -14% | 1% | -5% | -2% | 23% | 0%
CC1CN(S(=O)(=O)c2cccc(C(=O)NCc3ccco3)c2)CC(C)O1 (stereo not drawn) | 16 | . | -3% | 5% | -7% | -2% | . | . | -2% | -7%
COC(=O)c1ccc(CSc2nnc(Nc3cccc(OC)c3)s2)o1 | -9 | 2% | 10% | 3% | 1% | 3% | 23% | -19% | -11% | -5%
COc1ccc(C2C(C#N)=C(C)NC3=C2C(=O)CC(C)(C)C3)c(OC)c1 (stereo not drawn) | -8 | -3% | -2% | 32% | -1% | 15% | -1% | 9% | 413%[activator] | -3%
Cc1cc2ccccc2c(=O)[nH]1 | 7 | 3% | -4% | 12% | -1% | 5% | 11% | -5% | 1% | -8%
CCC1Sc2ccccc2N(CC(=O)NCCC2=CCCCC2)C1=O (stereo not drawn) | -44 | 1% | 23% | -40% | 5% | . | ? | -3% | 0% | -4%
O=C(NCc1n[nH]c(=S)n1-c1cccc(C(F)(F)F)c1)c1ccc(S(=O)(=O)N2CCCC2)cc1 | -6 | 13% | -1% | 0% | -3% | -2% | 11% | -20% | -1% | -2%
Cc1cc(OCCCCCN2CCCC2)ccc1Cl | 4 | 17% | -21% | -63%[inhibitor] | -7% | -2% | -25% | -4% | 0% | -2%
CCN(CCn1cccn1)C(=O)CC1C(=O)NCCN1Cc1cccc(OC)c1OC (stereo not drawn) | 34 | -3% | 2% | -19% | -6% | 2% | -4% | -3% | 7% | 1%
Cc1ccccc1NC(=O)CSc1nnc2ccc(-c3cccnc3)nn12 | 0 | . | 2% | 17% | 1% | -3% | . | . | 9% | -7%
Cc1ccc2nc(N3CCN(C(=O)c4ccco4)CC3)sc2c1 | -13 | . | -2% | -21% | -1% | 8% | . | . | -5% | -1%
COc1ccc(OC)c2sc(NC(=O)C3CC3)nc12 | -1 | 12% | -2% | 2% | -8% | 0% | 1% | -7% | -2% | -4%
O=C(CSC1=NNC(c2ccccn2)S1)Nc1cccc(Cl)c1 (stereo not drawn) | 2 | -2% | 0% | -42% | -1% | -2% | . | 12% | -1% | -5%
O=C(C[n+]1cc(-c2ccc(Cl)c(Cl)c2)n2c1CCC2)N1c2ccccc2Sc2ccccc21 | 37 | 6% | 2% | 12% | -7%[46.1 µM] | 12% | -29% | ? | -9% | 0%
Cc1cc(C)n(CCc2nc(-c3ccc(C)o3)cs2)n1 | -5 | -2% | -5% | -11% | 7% | -2% | 3% | 3% | 1% | -2%
O=C(CCc1nc(-c2ccc(Cl)cc2)no1)NC1CCCC1 | -17 | 7% | -1% | -8% | 2% | 8% | 2% | 2% | 3% | -2%
CCCCCCN1C2=NCCN2c2ccccc21 | -4 | 3% | -2% | -19% | 2% | -1% | ? | -1% | 1% | -7%

Only part of the results is shown (hit frequency here may not be typical).
